ALDH1A1 block: inhibitors of human aldehyde dehydrogenase 1A1; 7.3% of 220,000 active; P00352; AID 1030; Purified ALDH1A1, NADH fluorescence, propionaldehyde substrate; Potency, µM (highest dose often 75.3 µM), inactives show at the highest dose activity, negative = inhibition, actives largely listed as inhibitors; active means well fitted inhibition curve with a large enough effect, not every such curve was filed as active; inconclusive means small, poorly fitted or top-dose-only effect, or another doubt; inactive means no such curve, though single readings can be large or run the other way;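 further: plate controls were no enzyme wells and a reference inhibitor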
GAA spleen mod: lysosomal alpha-glucosidase (human) modulation. P10253. human spleen homogenate, 4-MU-alpha-glucoside fluorescence. 0.006% of 240,000 active. Potency, µM (top dose mostly 79.9 µM), without a hit: at the highest dose activity change, negative = inhibition, most hits filed as inhibitors;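 further: 0% = enzyme with vehicle and -100% = no enzyme basal signal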
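AC50 values come from Hill-equation fits of concentration-response data, normalized to no-enzyme and full-activity controls. Enzyme source: 1 ug human spleen homogenate; 1 mM fluorogenic 4-MU glucoside, pH 5.0 citrate buffer, 37 C, 40 min.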
Tau fluor cs: counter-screen for tau fibril formation inhibitors | tau K18 P301L Alexa594 fluorescence, heparin fibrillization | Potency, µM (titrated, usually from 57.7 µM), for the others: at the highest dose activity change, negative = decrease | 0.93% of 280,000 active | AID 1463; further: on the % scale 0 is the no-effect control and ±100 the full control effect; nearly all actives have a fitted effect of over 55% in size
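Human tau K18 P301L (15 uM unlabeled, 0.24 uM Alexa 594-labeled) in 100 mM sodium acetate pH 7 with 20 uM heparin, 6 hr at 37 C. ThT 30 uM added, 1 hr ambient; Alexa 594 FP and total fluorescence read at 555/632 nm.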
GAA glycogen mod: GAA glycogen-cleavage inhibition or activation; P10253; recombinant GAA, glycogen substrate, Amplex Red glucose oxidase fluorescence; Potency, µM (top dose mostly 76.4 µM), for the others: at the highest dose activity change, negative = inhibition, usual class: inhibitors; 0.38% of 300,000 active;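 further: 0% = full enzyme reaction and -100% = no-enzyme basal signal; the screen sought inhibitors and activators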
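qHTS, 1536-well; enzyme 4 nM final; cpd up to 77 uM; substrate bovine liver glycogen 30 ug; 50 mM citrate/phosphate pH 5.0, 0.01% Tween-20; 37 C, 40 min; Amplex Red detection 45 min RT; Hill fit → AC50.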
GAA inhib: blocks human lysosomal alpha-glucosidase; P10253; purified human GAA, 4-MU-alpha-glucoside fluorescence; Potency, µM (doses to about 76.9 µM), for the others: at the highest dose activity change, negative = inhibition, hits mostly inhibitors; 0.005% of 200,000 active; AID 1466;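 further: plate controls were uninhibited enzyme wells for no effect and no-enzyme background for full effect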
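Read-out is 4-methylumbelliferone fluorescence (Ex 365/Em 440 nm) after NaOH/glycine stop at pH 10. Enzyme 4 nM, substrate 400 uM, pH 5.0 citrate buffer, 20 min room temperature; AC50 from Hill-equation concentration-response.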
GLA spleen mod: inhibits or activates alpha-galactosidase in human spleen homogenate; P06280; 0.008% of 240,000 active; Potency, µM (top dose mostly 80 µM), without a hit: at the highest dose activity change, negative = inhibition, most hits filed as inhibitors; human spleen homogenate, 4MU-alpha-Gal fluorescence, 40 min;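 further: 0% = enzyme with vehicle and -100% = no enzyme basal signal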
Target sequence (P06280 32-429 limits assumed): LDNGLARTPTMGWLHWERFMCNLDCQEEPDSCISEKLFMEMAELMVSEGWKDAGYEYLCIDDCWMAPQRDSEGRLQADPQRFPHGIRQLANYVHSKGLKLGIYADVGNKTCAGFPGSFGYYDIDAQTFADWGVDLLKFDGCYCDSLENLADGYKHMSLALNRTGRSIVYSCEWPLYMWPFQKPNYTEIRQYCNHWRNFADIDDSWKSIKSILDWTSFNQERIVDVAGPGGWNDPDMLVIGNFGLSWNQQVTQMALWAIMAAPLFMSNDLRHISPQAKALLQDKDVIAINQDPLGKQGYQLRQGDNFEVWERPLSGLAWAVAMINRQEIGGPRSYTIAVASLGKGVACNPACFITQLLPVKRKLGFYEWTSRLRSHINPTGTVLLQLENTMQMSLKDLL
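Inhibition or activation of alpha-galactosidase in human spleen homogenate is scored by 4-MU fluorescence after 40 min at 37C, pH 5.0, with 1 mM substrate. AC50s come from concentration-response fitted to the Hill equation.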
NPSR antagonist: antagonists of human neuropeptide S receptor cAMP signaling; Potency, µM (top dose mostly 38.3 µM), for inactives: at the top dose activity change, negative = inhibition, usual class: inhibitors; CHO-NPSR cells, cAMP TR-FRET, antagonist mode; AID 1461; 1% of 220,000 active; further: on the % scale 0 is the no-effect control and ±100 the full control effect; nearly all actives have a fitted effect of over 50% in size; many of its hits are not listed in these tables
Target sequence (Q6W5P4 whole entry, looked up): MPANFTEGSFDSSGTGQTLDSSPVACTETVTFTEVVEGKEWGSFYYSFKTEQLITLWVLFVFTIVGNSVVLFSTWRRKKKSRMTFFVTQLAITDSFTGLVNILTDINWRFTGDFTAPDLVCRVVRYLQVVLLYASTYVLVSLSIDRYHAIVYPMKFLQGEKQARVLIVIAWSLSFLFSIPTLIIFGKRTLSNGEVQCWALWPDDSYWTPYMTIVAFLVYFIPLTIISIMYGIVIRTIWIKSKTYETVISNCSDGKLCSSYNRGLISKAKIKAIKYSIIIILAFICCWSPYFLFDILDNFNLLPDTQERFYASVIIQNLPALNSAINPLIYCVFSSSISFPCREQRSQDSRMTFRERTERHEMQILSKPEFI
Epigenetic derep: derepresses silenced GFP reporter in murine cells | murine LDR cells, GFP reporter derepression, 30 h | 0.2% of 280,000 active | Potency, µM (titrated, usually from 53.9 µM), without a hit: at the highest dose GFP activation, most hits filed as activators; further: % of control where 0% means no effect; nearly all actives have a fitted effect of over 60% in size
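Derepression of a silenced CMV-GFP reporter in murine LDR cells is scored by enumerating GFP-positive cells with a laser-scanning microplate cytometer after 30 hours of treatment at 37 C.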
Starred values were filed as active, the others as inactive; [ ] = dose if it differs, or a comment. Unless noted, the call rests on the fitted dose curve; in most records, active means well fitted curve in the direction sought with a large enough effect; inconclusive means small, poorly fitted or top-dose-only effect, or another doubt; inactive means no such curve, though single readings can be large; an effect the other way counts as inactive or inconclusive. Potency means the concentration at half of the fitted maximal effect. Only part of the results is shown, so the mix of outcomes need not match the whole.

Results for COCC(=O)N1CCc2nc(-c3ccccc3)c3c(c2C1)CO[C@@H](C)C3 ?
ALDH1A1 block: 6%[13.5 µM]; GAA spleen mod: -1%[17.4 µM]; Tau fluor cs: -4%[11.6 µM]; GLA spleen mod: 3%[17.5 µM]

What do the screens show for `O=C(Cn1cc(C(=O)C2CC2)c2ccccc21)NCC1CCCO1` (stereo unspecified)?
ALDH1A1 block: 4%; GAA spleen mod: -10%; Tau fluor cs: 3%; GAA glycogen mod: 3%; GAA inhib: 1%; GLA spleen mod: 1%; NPSR antagonist: -6%[46.1 µM]; Epigenetic derep: 0.9%

What do the screens show for `Fc1ccc(-n2nnnc2-c2ccccc2Cl)cc1`?
ALDH1A1 block: inconclusive; GAA spleen mod: 2%; Tau fluor cs: 8%; GAA glycogen mod: 11%; GAA inhib: 7%; GLA spleen mod: -3%; NPSR antagonist: 1%; Epigenetic derep: -2.6%

What do the screens show for `COC(=O)c1ccc(NC(c2ccc(Cl)cc2)P(=O)(OC)OC)cc1` (stereo unspecified)?
ALDH1A1 block: 10%; GAA spleen mod: 13%; Tau fluor cs: 2%; GAA glycogen mod: 5%; GAA inhib: -2%; GLA spleen mod: 20%; NPSR antagonist: -6%; Epigenetic derep: 0.0%

How did COc1cc(CNCCc2ccc(F)cc2)ccc1OCc1ccc(Cl)nc1 do in these assays?
ALDH1A1 block: 4%; GAA spleen mod: -13%; Tau fluor cs: -15%; GAA glycogen mod: -5%; GAA inhib: -2%; GLA spleen mod: 1%; NPSR antagonist: -4%[46.1 µM]; Epigenetic derep: inconclusive

What do the screens show for `Cc1cc(-c2csc(N)n2)c(C)n1Cc1ccccc1`?
ALDH1A1 block: inconclusive; GAA spleen mod: 0%; Tau fluor cs: inconclusive; GAA glycogen mod: -5%; GAA inhib: -9%; GLA spleen mod: 3%; NPSR antagonist: -2%; Epigenetic derep: 4.4%

What do the screens show for `Cc1cccc(NC(=S)NNC(=S)NC2CCCCC2)c1C`?
ALDH1A1 block: 2µM*; GAA spleen mod: -1%; Tau fluor cs: -19%; GAA glycogen mod: inconclusive; GAA inhib: -6%; GLA spleen mod: -5%; NPSR antagonist: 1%; Epigenetic derep: 2.3%

Results for O=C(Cc1cccs1)Nc1ccc(S(=O)(=O)N2CCCC2)cc1 ?
ALDH1A1 block: 13µM*; GAA spleen mod: 3%; Tau fluor cs: 5%; GAA glycogen mod: -2%; GAA inhib: inconclusive; GLA spleen mod: 3%; NPSR antagonist: -10%; Epigenetic derep: -2.9%

How did FC(F)(F)c1ccc(Cl)c(NC(=S)NC2CC2)c1 do in these assays?
ALDH1A1 block: 20%; GAA spleen mod: 2%; Tau fluor cs: -4%; GAA glycogen mod: -12%; GAA inhib: -4%; GLA spleen mod: -6%; NPSR antagonist: 18%; Epigenetic derep: 0.0%

Results for CC1=C/C(=N\NC(=S)NCc2ccccc2)CC1 ?
ALDH1A1 block: -5%; GAA spleen mod: -18%; Tau fluor cs: -15%; GAA glycogen mod: inconclusive; GAA inhib: -12%; GLA spleen mod: -3%; NPSR antagonist: -36%; Epigenetic derep: 13µM*

How did Clc1cccc(-c2ccc(/C=N/n3cnnc3)o2)c1Cl do in these assays?
ALDH1A1 block: -11%; GAA spleen mod: 3%; Tau fluor cs: -1%; GAA glycogen mod: 8%; GAA inhib: -7%; GLA spleen mod: -1%; NPSR antagonist: 3%[46.1 µM]; Epigenetic derep: -0.8%

What do the screens show for `CCOC(=O)CCCNC(=O)CN1C(=O)NC2(CCCCCC2)C1=O`?
ALDH1A1 block: 5%; GAA spleen mod: -2%; Tau fluor cs: 4%; GAA glycogen mod: 0%; GAA inhib: -20%; GLA spleen mod: -8%; NPSR antagonist: 1%[46.1 µM]; Epigenetic derep: -2.6%

How did COc1ccc(N2C(=O)C(Cl)=C(Nc3ccccc3O)C2=O)cc1 do in these assays?
ALDH1A1 block: 16µM*; GAA spleen mod: 5%; Tau fluor cs: inconclusive; GAA glycogen mod: inconclusive; GAA inhib: -4%; GLA spleen mod: 5%; NPSR antagonist: -17%[46.1 µM]; Epigenetic derep: 0.0%

What do the screens show for `CN(C)c1ccc(P(=O)(OCc2ccccc2)C(O)c2ccncc2)cc1` (stereo unspecified)?
ALDH1A1 block: inconclusive; GAA spleen mod: 3%; Tau fluor cs: -16%; GAA glycogen mod: 10%; GAA inhib: -4%; GLA spleen mod: 4%; NPSR antagonist: -9%[46.1 µM]; Epigenetic derep: 0.2%

How did COc1ccc(Cl)cc1NC(=O)c1cc(-c2ccccc2O)n[nH]1 do in these assays?
ALDH1A1 block: -13%; GAA spleen mod: 2%; Tau fluor cs: -6%; GAA glycogen mod: 0%; GAA inhib: -7%; GLA spleen mod: -12%; NPSR antagonist: -18%; Epigenetic derep: 6.0%

How did COc1cccc(C(=O)Nc2nc(C)cs2)c1 do in these assays?
ALDH1A1 block: 8%; GAA spleen mod: 1%; Tau fluor cs: -5%; GAA glycogen mod: 2%; GAA inhib: -17%; GLA spleen mod: -9%; NPSR antagonist: -9%[46.1 µM]; Epigenetic derep: -1.0%

What do the screens show for `Cc1nn(C(=O)c2ccc([N+](=O)[O-])cc2)c(C)c1Br`?
ALDH1A1 block: 3%; GAA spleen mod: 6%; Tau fluor cs: inconclusive; GAA glycogen mod: -2%; GAA inhib: 2%; GLA spleen mod: 2%; NPSR antagonist: -13%; Epigenetic derep: 0.5%

What do the screens show for `O=C(CO/N=C/c1ccc(OC(F)F)cc1)NC1CCCCCC1`?
ALDH1A1 block: -1%; GAA spleen mod: 5%; Tau fluor cs: -11%; GAA glycogen mod: -6%; GAA inhib: -3%; GLA spleen mod: 6%; NPSR antagonist: -26%; Epigenetic derep: -1.4%

What do the screens show for `COc1cc(/C=N/NC(=O)COc2cccc(F)c2)ccc1OS(=O)(=O)c1ccc(C)cc1`?
ALDH1A1 block: 8.9µM*; GAA spleen mod: -3%; Tau fluor cs: inconclusive; GAA glycogen mod: -1%; GAA inhib: -2%; GLA spleen mod: -7%; NPSR antagonist: -9%; Epigenetic derep: 0.0%

What do the screens show for `O=C1NCC(COc2cccc3ccccc23)O1` (stereo unspecified)?
ALDH1A1 block: 5%; GAA spleen mod: 6%; Tau fluor cs: 2%; GAA glycogen mod: -9%; GAA inhib: 4%; GLA spleen mod: 8%; NPSR antagonist: 10%; Epigenetic derep: -2.7%

Results for COC(=O)c1cc(Br)c(=O)n(CCC2=CCCCC2)c1 ?
ALDH1A1 block: inconclusive; GAA spleen mod: -3%; Tau fluor cs: -7%; GAA glycogen mod: -5%; GAA inhib: -4%; GLA spleen mod: -9%; NPSR antagonist: -11%[46.1 µM]; Epigenetic derep: 1.1%

How did O=C(Cn1cnc2c(nnn2Cc2ccc(Cl)cc2)c1=O)N1CCN(c2ccccc2)CC1 do in these assays?
ALDH1A1 block: inconclusive; GAA spleen mod: 2%; Tau fluor cs: -20%; GAA glycogen mod: -5%; GLA spleen mod: 14%; NPSR antagonist: 15%; Epigenetic derep: -1.2%

How did COc1ccc(/C(O)=C/c2nc3ccccc3n(-c3ccccc3)c2=O)cc1 do in these assays?
ALDH1A1 block: inconclusive; GAA spleen mod: 3%; Tau fluor cs: -14%; GAA glycogen mod: 8%; GAA inhib: -4%; GLA spleen mod: 1%; NPSR antagonist: -8%[46.1 µM]; Epigenetic derep: 25µM*

Results for CN(C(=O)N1CCN(c2ccccn2)CC1)c1ccccc1 ?
ALDH1A1 block: -13%; GAA spleen mod: -29%; Tau fluor cs: -13%; GAA glycogen mod: 0%; GAA inhib: 3%; GLA spleen mod: -8%; NPSR antagonist: -10%[46.1 µM]; Epigenetic derep: 2.3%

What do the screens show for `CCCN1CCN(CCCNC(=O)C2CCCN(c3nc4ccc(OCC)cc4s3)C2)CC1` (stereo unspecified)?
ALDH1A1 block: 15%; GAA spleen mod: -4%; Tau fluor cs: 12%; GAA glycogen mod: -6%; GAA inhib: -8%; GLA spleen mod: 7%; NPSR antagonist: -8%[46.1 µM]; Epigenetic derep: 0.0%

What do the screens show for `CCNC(=O)Cc1ccc(Br)cc1`?
ALDH1A1 block: 4%; GAA spleen mod: 5%; Tau fluor cs: -6%; GAA glycogen mod: 8%; GAA inhib: -5%; GLA spleen mod: 10%; NPSR antagonist: 3%[46.1 µM]; Epigenetic derep: -4.3%

What do the screens show for `Oc1ccc(Br)cc1/C=N/n1cnc2ccccc21`?
ALDH1A1 block: 8%; GAA spleen mod: -11%; Tau fluor cs: inconclusive; GAA glycogen mod: 0%; GAA inhib: 0%; GLA spleen mod: 6%; NPSR antagonist: -11%[46.1 µM]; Epigenetic derep: -1.1%

Results for O=C(N/N=C\c1ccc(Cl)s1)c1cccs1 ?
ALDH1A1 block: inconclusive; GAA spleen mod: -7%; Tau fluor cs: inconclusive; GAA glycogen mod: 5%; GAA inhib: -3%; GLA spleen mod: -2%; NPSR antagonist: 24%[46.1 µM]; Epigenetic derep: 0.5%

Results for Nc1nc(Nc2ccc(Cl)cc2)n[nH]1 ?
ALDH1A1 block: 7%; GAA spleen mod: 4%; Tau fluor cs: -17%; GAA glycogen mod: -25%; GAA inhib: inconclusive; GLA spleen mod: 6%; NPSR antagonist: 6%[46.1 µM]; Epigenetic derep: -1.0%

Results for COc1ccc(S(=O)(=O)N2CCSC2)cc1C ?
ALDH1A1 block: -7%; GAA spleen mod: -7%; Tau fluor cs: -9%; GAA glycogen mod: -7%; GAA inhib: -10%; GLA spleen mod: -5%; NPSR antagonist: 6%[46.1 µM]; Epigenetic derep: -0.9%

What do the screens show for `CC(C)(C)CC(C)(C)c1ccc(O)c(Cc2ccc(Cl)cc2Cl)c1`?
ALDH1A1 block: -4%; GAA spleen mod: -7%; Tau fluor cs: inconclusive; GLA spleen mod: 2%; Epigenetic derep: 3.7%

Quoted at random: 2 records from the list, in no set order.
What do the screens show for `CC(C)(C)CC(C)(C)c1ccc(O)c(Cc2ccc(Cl)cc2Cl)c1`?
ALDH1A1 block: -4%; GAA spleen mod: -7%; Tau fluor cs: inconclusive; GLA spleen mod: 2%; Epigenetic derep: 3.7%

Results for COC(=O)c1cc(Br)c(=O)n(CCC2=CCCCC2)c1 ?
ALDH1A1 block: inconclusive; GAA spleen mod: -3%; Tau fluor cs: -7%; GAA glycogen mod: -5%; GAA inhib: -4%; GLA spleen mod: -9%; NPSR antagonist: -11%[46.1 µM]; Epigenetic derep: 1.1%
